Salmonella PhoP GFP = PhoP regulon inhibitors, Salmonella typhi PhoP promoter GFP reporter, confirmatory (AID 1850); Salmonella Typhi PhoP-promoter GFP reporter, fluorescence, 4 h; higher % means a stronger effect; inhibition, % at 50 µM, or IC50 in µM where a hit was titrated; hit rate 0.33% among 310,000; in the data active means a potency from the dose series; inconclusive means inhibition mostly from about 25% at the one dose, without a potency; inactive means the rest, 99 in 100 with inhibition below about 19%;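 further: 0% = induced wells with vehicle and 100% = uninduced wells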
H1N1 NS1A inhibition = H1N1 influenza NS1A inhibitors, functional cell based assay (AID 504329). one-dose inhibition, % at 12.5 µM; IC50 in µM for titrated hits. hit rate 0.3% among 340,000. NS1A functional cell-based assay, percent inhibition; higher % means a stronger effect; in the data active means a potency from the dose series; inconclusive means inhibition above about 27% without an active follow-up result; further: strong numbers were not always called active
H37Rv inhibition = M. tuberculosis growth inhibition, HTS (AID 449762) | M. tuberculosis H37Rv growth inhibition, 7H9 media; higher % means a stronger effect | inhibition, % at 25 µM, or IC50 in µM where a hit was titrated | hit rate 0.59% among 330,000; in the data active means a potency from the dose series; inconclusive means inhibition above about 70% without an active follow-up result;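 further: bacterial growth assessed after seven days of incubation; strong numbers were not always called active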
M. tuberculosis = growth inhibition of non-replicating M. tuberculosis (AID 488890) | inhibition, % at 25 µM, or IC50 in µM where a hit was titrated | hit rate 0.39% among 320,000 | Mycobacterium tuberculosis non-replicating, growth inhibition; higher % means a stronger effect; in the data active means a potency from the dose series; inconclusive means inhibition mostly from about 82% at the one dose, without a potency; inactive means the rest, 99 in 100 with inhibition below about 76%;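 further: plate controls were DMSO cells for no effect and high antibiotic wells for full effect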
inhibitors of VEEV = inhibitors of VEEV TC-83 cytopathic effect, confirmation, Vero cells (AID 588727); Vero cells, VEEV TC-83 cytopathic effect inhibition; higher % means a stronger effect; inhibition, % at 20 µM, or IC50 in µM where a hit was titrated; hit rate 0.13% among 350,000; in the data active means a potency from the dose series; inconclusive means inhibition mostly from about 14% at the one dose, without a potency; inactive means the rest, 99 in 100 with inhibition below about 12%; further: strong numbers were not always called active
* hit, by the source's call. Not a hit list (roughly 1.6% active in at least one column).

What do the screens show for `CC1(C)c2[nH]c3ccccc3c2C[C@@H]2C(=O)N(Cc3ccccc3)C(=O)N21`?
Salmonella PhoP GFP: -4%; H1N1 NS1A inhibition: 2%; H37Rv inhibition: inconclusive; M. tuberculosis: 24%; inhibitors of VEEV: 10.0%

How did CC(C)N(C(=O)CSc1nc(Cc2ccccc2)nc2ccccc12)C(C)C do in these assays?
Salmonella PhoP GFP: -2%; H1N1 NS1A inhibition: -3%; H37Rv inhibition: 8%; M. tuberculosis: 41%; inhibitors of VEEV: 6.6%

What do the screens show for `CSc1ncccc1C(=O)OCC(=O)N1CC(=O)Nc2ccccc21`?
H1N1 NS1A inhibition: -8%; H37Rv inhibition: -1%; M. tuberculosis: -15%; inhibitors of VEEV: 0.5%

What do the screens show for `CCOc1ccccc1NC(=O)C1CCN(C(=O)c2cccs2)CC1`?
Salmonella PhoP GFP: 3%; H1N1 NS1A inhibition: -1%; H37Rv inhibition: -6%; M. tuberculosis: 5%; inhibitors of VEEV: 1.9%

What do the screens show for `Cc1cccc(OCC(O)CN2CCN(C3CCCCC3)CC2)c1` (stereo unspecified)?
Salmonella PhoP GFP: 14%; H1N1 NS1A inhibition: -10%; H37Rv inhibition: 0%; M. tuberculosis: -23%; inhibitors of VEEV: 0.4%

How did CCC(=O)N1CCN(c2cc(N3CCCC3)c(F)cc2[N+](=O)[O-])CC1 do in these assays?
Salmonella PhoP GFP: 5%; H1N1 NS1A inhibition: -6%; H37Rv inhibition: 0%; M. tuberculosis: 5%; inhibitors of VEEV: 1.1%

What do the screens show for `Cc1cc(C)c(NC(=O)CSc2nc3ncc(Br)cc3[nH]2)c(C)c1`?
Salmonella PhoP GFP: 0%; H1N1 NS1A inhibition: 3%; H37Rv inhibition: 6%; M. tuberculosis: 2%; inhibitors of VEEV: 1.2%

Results for Cc1ccc(OCC(=O)Nc2ccc(O)c(C(=O)O)c2)cc1C ?
Salmonella PhoP GFP: 6%; H1N1 NS1A inhibition: -1%; H37Rv inhibition: 0%; M. tuberculosis: 7%; inhibitors of VEEV: 1.0%

Results for Cc1ccc(NC(=O)CCc2nnc3ccc(N4CCN(C)CC4)nn23)cc1F ?
Salmonella PhoP GFP: 11%; H1N1 NS1A inhibition: 2%; H37Rv inhibition: -6%; M. tuberculosis: -2%; inhibitors of VEEV: 1.5%

How did CC(=O)/C(N=Nc1ccc(OC(F)(F)F)cc1)=C(\C)O do in these assays?
Salmonella PhoP GFP: 11%; H1N1 NS1A inhibition: 0%; H37Rv inhibition: -3%; M. tuberculosis: -13%; inhibitors of VEEV: inactive

How did CC(=O)NNC(=S)NC(=O)c1cccc([N+](=O)[O-])c1 do in these assays?
Salmonella PhoP GFP: 5%; H1N1 NS1A inhibition: -8%; H37Rv inhibition: -5%; M. tuberculosis: -16%; inhibitors of VEEV: inactive

What do the screens show for `CCNC(=O)C(=O)NCc1ccncc1`?
Salmonella PhoP GFP: -2%; H1N1 NS1A inhibition: 7%; H37Rv inhibition: -8%; M. tuberculosis: -19%; inhibitors of VEEV: 1.2%

Results for N#CCSCC(=O)Nc1ccc(Br)cc1 ?
Salmonella PhoP GFP: -14%; H1N1 NS1A inhibition: 24%; H37Rv inhibition: -3%; M. tuberculosis: -7%; inhibitors of VEEV: inactive

How did CC1CCc2cccc3c(O)cc(=O)n1c23 (stereo unspecified) do in these assays?
Salmonella PhoP GFP: -3%; H1N1 NS1A inhibition: 10%; H37Rv inhibition: 1%; M. tuberculosis: 2%; inhibitors of VEEV: 2.0%

What do the screens show for `Cc1ccc(CNC(=O)CC2Sc3ccccc3NC2=O)cc1` (stereo unspecified)?
Salmonella PhoP GFP: 0%; H1N1 NS1A inhibition: -2%; H37Rv inhibition: -4%; M. tuberculosis: -15%; inhibitors of VEEV: 0.7%

Results for O=C(NCCC1CCCC1)c1cccs1 ?
Salmonella PhoP GFP: 2%; H1N1 NS1A inhibition: 4%; H37Rv inhibition: -2%; M. tuberculosis: 1.4µM*; inhibitors of VEEV: inactive

What do the screens show for `O=C1NC(=O)C(c2ccc(F)cc2)N1` (stereo unspecified)?
Salmonella PhoP GFP: -6%; H1N1 NS1A inhibition: 6%; H37Rv inhibition: 3%; M. tuberculosis: -10%; inhibitors of VEEV: 1.1%

How did CCCn1nnnc1-c1ccc(Cl)cc1 do in these assays?
Salmonella PhoP GFP: 12%; H1N1 NS1A inhibition: -6%; H37Rv inhibition: 6%; M. tuberculosis: 10%; inhibitors of VEEV: 1.1%

Results for Cc1ccc(S(=O)(=O)NC(CC(=O)n2nc(C)cc2C)c2ccccc2)cc1 (stereo unspecified) ?
Salmonella PhoP GFP: -4%; H1N1 NS1A inhibition: -5%; H37Rv inhibition: 1%; M. tuberculosis: -7%; inhibitors of VEEV: 1.1%

How did CC(C)CC(=O)NC(Oc1ccc(Cl)cc1)C(Cl)(Cl)Cl (stereo unspecified) do in these assays?
Salmonella PhoP GFP: -7%; H1N1 NS1A inhibition: 7%; H37Rv inhibition: -7%; M. tuberculosis: 4%; inhibitors of VEEV: 0.3%

What do the screens show for `COc1ccc(C=O)cc1Cn1cnc2c(cnn2C)c1=O`?
Salmonella PhoP GFP: -3%; H1N1 NS1A inhibition: 2%; H37Rv inhibition: -7%; M. tuberculosis: -13%; inhibitors of VEEV: 2.2%

How did O=C(NCCS(=O)(=O)N1CCN(c2ccccc2F)CC1)C1CC(=O)N(c2ccccc2)C1 (stereo unspecified) do in these assays?
Salmonella PhoP GFP: -8%; H1N1 NS1A inhibition: 9%; H37Rv inhibition: -2%; M. tuberculosis: -7%; inhibitors of VEEV: 1.2%

Results for CC(C)=NOC(=O)c1c(C)noc1-c1snnc1C ?
Salmonella PhoP GFP: -3%; H1N1 NS1A inhibition: -12%; H37Rv inhibition: -5%; M. tuberculosis: 42%; inhibitors of VEEV: 3.9%

Results for Nc1[nH]ncc1C(=O)Nc1cccc(C(F)(F)F)c1 ?
Salmonella PhoP GFP: -5%; H1N1 NS1A inhibition: -7%; H37Rv inhibition: 31%; M. tuberculosis: 3%; inhibitors of VEEV: 3.5%

Results for Cc1ccc(NCN2C(=O)c3ccccc3C2=O)c(C)c1 ?
Salmonella PhoP GFP: 13%; H1N1 NS1A inhibition: 0%; H37Rv inhibition: 3%; M. tuberculosis: 10%; inhibitors of VEEV: inactive

Results for O=C(Cn1nc(-c2ccc(F)cc2)ccc1=O)Nc1ccc2c(c1)OCCO2 ?
Salmonella PhoP GFP: 3%; H1N1 NS1A inhibition: 4%; H37Rv inhibition: 4%; M. tuberculosis: 14%; inhibitors of VEEV: inactive

What do the screens show for `O=C(COC(=O)CCc1c[nH]c2ccccc12)Nc1cc([N+](=O)[O-])ccc1Cl`?
Salmonella PhoP GFP: -3%; H1N1 NS1A inhibition: -6%; H37Rv inhibition: inconclusive; M. tuberculosis: 3.2µM*; inhibitors of VEEV: inactive

How did O=C(C(=Cc1ccccc1)CN1CCCCC1)c1ccccc1 do in these assays?
H1N1 NS1A inhibition: -22%; inhibitors of VEEV: inactive

Results for Cc1ccc(NC(=O)COc2coc(CN3c4ccccc4CC3C)cc2=O)c(C)c1 (stereo unspecified) ?
Salmonella PhoP GFP: 5%; H1N1 NS1A inhibition: -10%; H37Rv inhibition: 1%; M. tuberculosis: 26%; inhibitors of VEEV: 4.2%

How did CCOCCc1c(O)nc(SCC(=O)N2CCOCC2)[nH]c1=O do in these assays?
Salmonella PhoP GFP: 5%; H1N1 NS1A inhibition: 1%; H37Rv inhibition: 2%; M. tuberculosis: -17%; inhibitors of VEEV: 1.4%

How did CC(=O)Nc1ccc(S(=O)(=O)NCc2cn3ccsc3n2)cc1 do in these assays?
Salmonella PhoP GFP: -5%; H1N1 NS1A inhibition: -3%; H37Rv inhibition: -1%; M. tuberculosis: 3%; inhibitors of VEEV: inactive

What do the screens show for `Cc1cccc(-n2nnnc2SCC(=O)c2cc(C)n(CC3CCCO3)c2C)c1` (stereo unspecified)?
Salmonella PhoP GFP: 2%; H1N1 NS1A inhibition: 10%; H37Rv inhibition: 2%; M. tuberculosis: 23%; inhibitors of VEEV: 5.2%

Results for c1csc(-c2ccc3ccccc3n2)c1 ?
Salmonella PhoP GFP: 4%; H1N1 NS1A inhibition: -8%; H37Rv inhibition: -1%; M. tuberculosis: 6%; inhibitors of VEEV: 0.3%

How did COC(=O)CCSCC(=O)Nc1cc(C)on1 do in these assays?
Salmonella PhoP GFP: -9%; H1N1 NS1A inhibition: -9%; H37Rv inhibition: -13%; M. tuberculosis: 28%; inhibitors of VEEV: 4.6%

How did CC(CN1CCCCC1)OC(=O)c1ccc2c(c1)OCCO2 (stereo unspecified) do in these assays?
Salmonella PhoP GFP: 0%; H1N1 NS1A inhibition: 7%; H37Rv inhibition: -7%; M. tuberculosis: -3%; inhibitors of VEEV: inactive

What do the screens show for `O=C1C(CN2CCCC2)CCCC1CN1CCCC1` (stereo unspecified)?
H1N1 NS1A inhibition: 9%; inhibitors of VEEV: 2.1%

What do the screens show for `Cc1ccccc1OCC(=O)Nc1ccc2c(c1)C(=O)N(CCC(=O)O)C2=O`?
Salmonella PhoP GFP: 2%; H1N1 NS1A inhibition: -3%; H37Rv inhibition: -9%; M. tuberculosis: -2%; inhibitors of VEEV: 0.7%

Results for COc1cccc(NC(=O)C2CCCN2C(=O)Nc2ccccc2)c1 (stereo unspecified) ?
Salmonella PhoP GFP: 7%; H1N1 NS1A inhibition: 7%; H37Rv inhibition: 4%; M. tuberculosis: -4%; inhibitors of VEEV: inactive

What do the screens show for `COC(=O)c1cc(NC(=O)CC2C(=O)NCCN2C(=O)c2ccccc2)cc(C(=O)OC)c1` (stereo unspecified)?
Salmonella PhoP GFP: -11%; H1N1 NS1A inhibition: -9%; H37Rv inhibition: 3%; M. tuberculosis: 14%; inhibitors of VEEV: inactive

What do the screens show for `Cc1cc(C)nc(Oc2ccc([N+](=O)[O-])cc2)n1`?
Salmonella PhoP GFP: 16%; H1N1 NS1A inhibition: 1%; H37Rv inhibition: 2%; M. tuberculosis: -18%; inhibitors of VEEV: 2.9%

What do the screens show for `CCOC(=O)c1c(C)nc(-c2ccccc2)nc1NC(C)=O`?
Salmonella PhoP GFP: 5%; H1N1 NS1A inhibition: -3%; H37Rv inhibition: -2%; M. tuberculosis: 5%; inhibitors of VEEV: 3.6%

How did O=S(=O)(O)c1nc2ccccc2n1Cc1ccc(Cl)cc1Cl do in these assays?
Salmonella PhoP GFP: -7%; H1N1 NS1A inhibition: -3%; H37Rv inhibition: 0%; M. tuberculosis: 1%; inhibitors of VEEV: 0.6%

What do the screens show for `CC(C)c1ccc(NC(=O)CSc2nc(=O)[nH]c3c2CCCC3)cc1`?
Salmonella PhoP GFP: 12%; H1N1 NS1A inhibition: -1%; H37Rv inhibition: 68%; M. tuberculosis: 37%; inhibitors of VEEV: 7.8%

How did CCN1CCSc2ccc(C(=O)NCc3cccc(Br)c3)cc21 do in these assays?
Salmonella PhoP GFP: 1%; H1N1 NS1A inhibition: 5%; H37Rv inhibition: -6%; M. tuberculosis: 17%; inhibitors of VEEV: 6.7%

How did Fc1ccc(C2c3cccn3CCN2C(=S)Nc2cccc(Br)c2)cc1 (stereo unspecified) do in these assays?
Salmonella PhoP GFP: 12%; H1N1 NS1A inhibition: 3%; H37Rv inhibition: 6%; M. tuberculosis: 14%; inhibitors of VEEV: 0.4%

How did COc1ccc(Oc2c(C)nc(SCC(=O)c3ccc(Cl)cc3)[nH]c2=O)cc1 do in these assays?
Salmonella PhoP GFP: 8%; H1N1 NS1A inhibition: 0%; H37Rv inhibition: 5%; M. tuberculosis: 23%; inhibitors of VEEV: 5.2%

What do the screens show for `Cc1ccc(CS(=O)(=O)c2nsc(C)c2C#N)cc1`?
Salmonella PhoP GFP: -7%; H1N1 NS1A inhibition: -1%; H37Rv inhibition: -2%; M. tuberculosis: 28%; inhibitors of VEEV: 0.2%

How did Cc1c(C)c(C)c2[nH]c(-c3ccc4c(c3)OCO4)nc2c1C do in these assays?
Salmonella PhoP GFP: 7%; H1N1 NS1A inhibition: -17%; H37Rv inhibition: inconclusive; M. tuberculosis: 20%; inhibitors of VEEV: 9.4%

Quoted at random: three entries already listed, in no set order.
What do the screens show for `CSc1ncccc1C(=O)OCC(=O)N1CC(=O)Nc2ccccc21`?
H1N1 NS1A inhibition: -8%; H37Rv inhibition: -1%; M. tuberculosis: -15%; inhibitors of VEEV: 0.5%

What do the screens show for `Cc1ccc(CNC(=O)CC2Sc3ccccc3NC2=O)cc1` (stereo unspecified)?
Salmonella PhoP GFP: 0%; H1N1 NS1A inhibition: -2%; H37Rv inhibition: -4%; M. tuberculosis: -15%; inhibitors of VEEV: 0.7%

What do the screens show for `O=C1C(CN2CCCC2)CCCC1CN1CCCC1` (stereo unspecified)?
H1N1 NS1A inhibition: 9%; inhibitors of VEEV: 2.1%
